Source: PubChem BioAssay (National Center for Advancing Translational Sciences (NCATS))
CBFb RUNX1 block: inhibitors of human CBF-beta and RUNX1 interaction; AlphaScreen CBFb-His/RUNX1-biotin binding, biochemical; Potency, µM (highest dose often 59.8 µM), inactives show at the highest dose activity, negative = inhibition, usual class: inhibitors; AID 1477; 230,000 tested, under 10 active; further: % of control where 0% means no effect
Target sequence (Q01196 whole entry, looked up): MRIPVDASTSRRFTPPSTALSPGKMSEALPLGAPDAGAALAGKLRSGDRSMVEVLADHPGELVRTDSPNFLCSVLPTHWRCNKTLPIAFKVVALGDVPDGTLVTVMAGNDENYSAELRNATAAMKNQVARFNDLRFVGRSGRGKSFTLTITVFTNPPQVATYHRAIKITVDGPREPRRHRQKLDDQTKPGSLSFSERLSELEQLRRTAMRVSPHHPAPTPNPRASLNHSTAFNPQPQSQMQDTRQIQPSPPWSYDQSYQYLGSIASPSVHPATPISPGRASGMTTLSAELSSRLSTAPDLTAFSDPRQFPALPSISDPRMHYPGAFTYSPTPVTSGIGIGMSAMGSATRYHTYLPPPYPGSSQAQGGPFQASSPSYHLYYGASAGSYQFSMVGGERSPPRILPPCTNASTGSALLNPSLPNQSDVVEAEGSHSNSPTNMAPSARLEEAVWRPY
Target sequence (Q13951 whole entry, looked up): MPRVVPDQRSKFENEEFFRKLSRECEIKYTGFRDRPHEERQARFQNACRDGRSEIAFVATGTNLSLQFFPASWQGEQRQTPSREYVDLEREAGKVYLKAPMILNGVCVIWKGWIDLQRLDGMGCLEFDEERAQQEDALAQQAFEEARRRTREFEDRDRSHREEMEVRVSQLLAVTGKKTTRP
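Read-out: AlphaScreen. Format: His-CBF-beta with biotinylated RUNX1 (30 nM each) preincubated 20 min, compound 15 min, Ni-chelate plus streptavidin beads 90 min; room temperature throughout.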
HTT cytoprotect: Huntington cell model cytoprotection by ATP luminescence | 0.14% of 230,000 active | PC12 HTT-Q103 induced, cytoprotection, ATP luminescence, 40 h | Potency, µM (series often up to 56.4 µM), for the others: cytoprotection (ATP increase), usual class: activators | AID 1471;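 further: potency means the concentration at half of the fitted maximal effect; % of control where 0% means no effect; nearly all actives have a fitted effect of over 45% in size; toxic huntingtin expression switched on by the ecdysone agonist tebufenozide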
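Compounds were screened for protection of PC12 cells against cell death after tebufenozide induction (100 nM final) of mutant Huntingtin exon 1 (Q103) fused to GFP.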
LMNA splice mod: LMNA splicing modulation; HeLa LMNA splicing GFP/RFP minigene ratio, 48 h; Potency, µM (doses to about 46.1 µM), for inactives: at the top dose ratio change, negative = inhibition, hits mostly inhibitors; 0.01% of 200,000 active; AID 1487; active means well fitted inhibition curve with a large enough effect in the signal ratio, with a control signal flat, not every such curve was filed as active; inconclusive means small, poorly fitted or top-dose-only effect, or effect the other way, or a change in a side signal; the % refers to the signal ratio; further: potency means the concentration at half of the fitted maximal effect; on the % scale 0 is the no-effect control and ±100 the full control effect
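S3 HeLa stable clones carrying a lamin A-EGFP splicing minigene plus DsRed2 were seeded at 600 cells/well in Opti-MEM with 2% FBS, pin-dosed and incubated 48 h at 37°C. Acumen cytometry (488 nm) gave the GFP/RFP total-intensity ratio.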
KinaseGlo FLuc: blocks Kinase-Glo luciferase, a counter-screen artifact; 0.28% of 200,000 active; Potency, µM (top dose mostly 38.3 µM), without a hit: at the top dose activity change, negative = inhibition, actives largely listed as inhibitors; Kinase-Glo luciferase, ATP luminescence, 8 min; AID 1379; further: potency means the concentration at half of the fitted maximal effect; on the % scale 0 is the no-effect control and ±100 the full control effect; nearly all actives have a fitted effect of over 60% in size
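Light output from Kinase-Glo luciferase with luciferin and 10 uM ATP in 50 mM imidazole pH 7.2, KCl, MgCl2, Tween 20, BSA; compound pin-delivered, 8-min ambient incubation, then luminescence read.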
IMPase Li cell: membrane-permeable IMPase blocker, potentiated with lithium; 0.35% of 210,000 active; AID 1457; Potency, µM (top dose mostly 59.4 µM), without a hit: at the top dose activity, negative = IMPase inhibition, usual class: inhibitors; CHO-M1 cells, IP1 TR-FRET (IP-One), carbachol + lithium;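 further: IP1 builds up when IMPase is blocked and the TR-FRET signal falls; potency means the concentration at half of the fitted maximal effect; plate controls were basal vehicle for no effect and high inhibitor control for full effect; nearly all actives have a fitted effect of over 50% in size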
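IP1 accumulation measured by competitive TR-FRET in lysed CHO-M1 cells after 30 min compound exposure at 37C, with a small lithium addition to potentiate weak responses. Hill-equation AC50 from ratio and donor-channel data.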
HTT aggregate: mutant huntingtin aggregation inhibition | PC12 HttQ103-GFP aggregates, Acumen cytometry, 40 h | Potency, µM (top dose mostly 46.1 µM), for inactives: at the top dose activity change, negative = inhibition, hits mostly inhibitors | 1.1% of 220,000 active; further: potency means the concentration at half of the fitted maximal effect; on the % scale 0 is the no-effect control and ±100 the full control effect; nearly all actives have a fitted effect of over 60% in size
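Ecdysone-promoter PC12 model expressing HTT exon 1 Q103 fused to GFP, induced by tebufenozide at 100 nM final. Compounds titrated; aggregates sized 1–25 µm scored on a 488 nm laser cytometer.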
SMN2 splice up: enhancers of SMN2 splice variant expression; Potency, µM (top dose mostly 46.1 µM), for inactives: top-dose activity change, positive = activation, hits mostly activators; HEK293 SMN2-luciferase splicing reporter, luminescence, 30-36 h; 2.8% of 210,000 active; AID 1458; further: potency means the concentration at half of the fitted maximal effect; % of control where 0% means no effect; nearly all actives have a fitted effect of over 55% in size
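HEK293 cells carry an SMN2 […]–luciferase reporter in which exon 7 inclusion puts luciferase in frame. Cells were plated 10-12 h before compound addition, then incubated 30-36 h at 37C. ONE-Glo luminescence was read; sodium butyrate at 4.5 mM final served as control.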
* marks the source's active call; other numbers are inactive results; ? = inconclusive; . = no result given; [ ] = dose if it differs, or a comment. Unless noted, the call rests on the fitted dose curve; in most records, active means well fitted curve in the direction sought with a large enough effect; inconclusive means small, poorly fitted or top-dose-only effect, or another doubt; inactive means no such curve, though single readings can be large; an effect the other way counts as inactive or inconclusive.

Each structure is followed by: CBFb RUNX1 block	HTT cytoprotect	LMNA splice mod	KinaseGlo FLuc	IMPase Li cell	HTT aggregate	SMN2 splice up
1: CC(=O)c1cccc(N=c2scc(-c3ccc(S(=O)(=O)N4CCOCC4)cc3)n2CCO)c1
    3%	.	?	-3%	3%	?	-98%[inhibitor]
2: CC(=O)NC12CC3CC(C1)CC(C(=O)OCC(=O)Nc1ncc(Cl)cc1Cl)(C3)C2
    -4%	3%	5%	-3%	-17%[38.3 µM]	-13%	4%
3: Cc1nn(-c2ccc3ccccc3c2)c(=O)c2ccccc12
    8%	-22%[10 µM]	21%[9.22 µM]	-9%	10%	-17%[9.22 µM]	.
4: O=C(Nc1ccc(Cl)cn1)Nc1ccccc1Cl
    1%	-7%[10 µM]	6%	-1%	-5%	19%	26%
5: COc1ccc(Cl)cc1NC(=O)C(C)NC(c1ccccc1)c1ccccc1 (configuration not stated)
    12%	-1%[10 µM]	-3%	.	.	-30%	.
6: COC(=O)c1ccc(NC(c2ccc(Cl)cc2)P(=O)(OC)OC)cc1 (configuration not stated)
    -11%	-5%[10 µM]	-7%	1%	23%	8%	-5%
7: Cc1ccc(C)c(N2C(=O)CC(N3CCN(Cc4ccc5c(c4)OCO5)CC3)C2=O)c1 (configuration not stated)
    0%	1%[10 µM]	2%	1%	3%[38.3 µM]	6%	3%
8: O=C(CNC(=O)c1ccccc1)OCc1cccc([N+](=O)[O-])c1
    4%	33%[10 µM]	-8%	-3%	3%	6%	-12%[1.84 µM]
9: COc1ccc(C)cc1NC(=O)C(OC(=O)CNC(=O)c1cccc(F)c1)c1ccccc1 (configuration not stated)
    4%	5%[10 µM]	-6%	3%	9%	3%	11%
10: CCC1OC(=O)C(C)[C@@H](O[C@H]2C[C@@](C)(OC)C(O)C(C)O2)C(C)[C@@H](O[C@@H]2OC(C)CC(N(C)C)C2O)[C@](C)(O)CC(C)/C(=N\OCOCCOC)[C@H](C)C(O)[C@]1(C)O (some centres not stated)
    12%	?	.	-7%	-5%	.	1%
11: O=C(CN(C(=O)c1ccc(Cl)cc1)N1C(=O)C2C3C=CC(C3)C2C1=O)c1cccs1 (configuration not stated)
    -6%	-51%	.	2%	-6%	13%[9.22 µM]	-12%
12: CCC/C(O)=C1\C(=O)CC(C)(C)CC1=Nc1ccccc1OC
    -1%	-13%	?	1%	15%[38.3 µM]	8%	-15%
13: CCc1cccc2c(C#N)cn(CC(=O)NCc3ccco3)c12
    4%	-10%[10 µM]	0%	-1%	29%[38.3 µM]	?	-13%
14: COCC(C)n1c(SCc2cc(=O)n3cc(C)ccc3n2)nc2ccccc2c1=O (configuration not stated)
    4%	.	.	1%	-3%	31%	?
15: COc1ccc(-n2c(SCC(N)=O)nc3sc4c(c3c2=O)CCN(C)C4)cc1
    ?	-1%[10 µM]	-16%	-4%	16%[38.3 µM]	6%	-3%
16: Cc1ccccc1C(O)c1ccccn1 (configuration not stated)
    1%	-7%	?	3%	-10%[38.3 µM]	12%	-3%
17: CC(c1ccccc1)N1C(=O)c2ccccc2C1O (configuration not stated)
    0%	-15%	-2%	-1%	-13%[38.3 µM]	0%	-7%
18: Cc1cc(/C=C(\C#N)C(=O)NCC2CCCO2)c(C)n1-c1ccc(Cl)cc1 (configuration not stated)
    -15%	-3%	?	.	.	-11%	.
19: COC(=O)c1nc(-c2ccccc2)oc1N1CCOCC1
    -10%	-42%[inhibitor]	.	0%	-3%	10%	10%
20: COc1ccccc1N1CCN(c2nc(-c3ccccc3)cc(C(F)(F)F)n2)CC1
    2%	6%	3%	0%	-12%[38.3 µM]	5%	-12%
21: Cc1csc2nc(CNC(=O)C3CC=CCC3C(=O)O)cn12 (configuration not stated)
    8%	16%[10 µM]	-13%	3%	29%[38.3 µM]	2%	18%
22: C=CCOc1ccc(Oc2cc(C)nc(SC)n2)nn1
    4%	21%[10 µM]	-1%	2%	-5%	1%	9%
23: COc1ccc([N+](=O)[O-])cc1/C=N/Nc1nn[nH]n1
    6%	-20%	-13%[9.22 µM]	1%	-4%	-4%	-22%
24: CCOc1ccc(C(=O)NCC(=O)OCC(=O)Nc2ccc(C)c(S(=O)(=O)N(C)C)c2)cc1
    -3%	-7%	-8%[46 µM]	6%	-2%	14%	1%
25: CC(=O)Nc1ccc(N(CC(O)Cn2c3ccccc3c3ccccc32)S(=O)(=O)c2ccc(C)cc2)cc1 (configuration not stated)
    4%	42%[10 µM]	?	0%	13%	-6%	?
26: COC(=O)c1sccc1-c1ccc(C(=O)Nc2ccccc2)o1
    3%	-53%[inhibitor]	-7%	-4%	0%[38.3 µM]	0%	?
27: CCOc1cc2c(cc1C(C)(C)C)NC(=O)CS2
    1%	-2%	-11%	0%	8%[38.3 µM]	-20%	12%
28: Clc1ccc(/C=N\Nc2ccccc2)cc1
    7%	5%[10 µM]	.	.	.	-3%[9.22 µM]	.
29: CC(C)c1nnc(NC(=O)CN2C(=O)c3ccccc3C2=O)s1
    0%	-1%	23%	-2%	-1%[38.3 µM]	15%	-13%
30: CCC(=O)N1Cc2ccccc2-c2ccccc2C1=O
    11%	3%[0.074 µM]	12%	-3%	38%[38.3 µM]	5.6µM*	?
31: Cc1ccc(C)c(NC(=S)Nc2cccnc2)c1
    -4%	-6%	.	-3%	-6%	22%	-11%
32: CCOC(=O)CNC(=O)CSc1ncnc2c1cnn2-c1ccc(Cl)cc1
    -3%	-13%[10 µM]	6%	4%	9%[38.3 µM]	3%	16%
33: Cn1c2ccccc2c2nnc(NN)nc21
    -10%	5%[10 µM]	.	.	.	-10%[9.22 µM]	.
34: Cn1cc([N+](=O)[O-])c(C(=O)NNC(=O)c2ccc([N+](=O)[O-])cc2)n1
    4%	2%	12%[9.22 µM]	1%	-1%	3%	-9%
35: CS(=O)(=O)N1CCN(C(=O)Cc2ccccc2Cl)CC1
    8%	-24%	19%[46 µM]	1%	6%	-6%	-4%
36: COc1cccc(CN(C)Cc2nc3cc(C(F)(F)F)ccc3c(=O)[nH]2)c1
    7%	7%[10 µM]	.	.	.	9%[9.22 µM]	.
37: O=C(O)c1ccc(CSc2nnc(-c3ccccc3)n2-c2ccccc2)cc1
    8%	-7%[10 µM]	.	.	.	5%[9.22 µM]	.
38: CC(CN1CCOCC1)OC(=O)c1ccc(Br)cc1 (configuration not stated)
    -22%	-17%	75%	-2%	2%[38.3 µM]	2%	-11%
39: N#CCCn1cc(/C=N/O)c(-c2ccccc2)n1
    -20%	-20%	-7%	3%	8%[38.3 µM]	11%[9.22 µM]	-23%
40: O=C(Nc1ncc2c(n1)CC(c1ccco1)CC2=O)c1ccc(Cl)cc1 (configuration not stated)
    -7%	-3%[0.074 µM]	2%	-8%	1%[38.3 µM]	7%	-15%
41: CCOC(=O)N1CCN(C(=O)C(C)SCc2ccccc2)CC1 (configuration not stated)
    4%	-42%	5%	-1%	2%[38.3 µM]	23%	2%
42: O=C(Nc1ccc(F)cc1)C(Sc1nc2ccccc2[nH]1)c1ccccc1 (configuration not stated)
    3%	.	?	2%	7%	15%	6%
43: CCOc1ccc(C(C)=O)cc1Cn1nc(C(=O)O)c2ccccc2c1=O
    5%	-22%[10 µM]	4%	-4%	2%[38.3 µM]	17%	-24%
44: Cc1cc(C)cc(Oc2ncnc3c2ncn3Cc2c(Cl)cccc2Cl)c1
    5%	-30%	1%	-1%	65%[activator][38.3 µM]	?	-22%
45: Cc1ccc2c(c1)N(CC(=O)NCc1ccco1)C(=O)C(C(C)C)O2 (configuration not stated)
    4%	-5%[10 µM]	.	.	.	-8%[9.22 µM]	.
46: CCOC(=O)c1ccccc1NC(=O)C1CC(=O)N(c2ccccc2)C1 (configuration not stated)
    -1%	-25%	.	-1%	9%	6%	-6%
47: Cc1ccc2[nH]c(=O)c(C(c3nnnn3C3CCCC3)N3CCCc4ccccc43)cc2c1 (configuration not stated)
    0%	9%[10 µM]	-14%	-1%	-6%	35µM*	0%
48: CCc1ccc(-c2cc(C(=O)NN3CCN(C)CC3)c3ccccc3n2)cc1
    2%	.	2%	-8%	3%	-15%	35%
49: CN1CC[C@@]23c4ccccc4N[C@H]1[C@]21CCN(C)[C@@H]3Nc2ccccc21
    1%[21.7 µM]	1%[40.3 µM]	-18%	-3%[17.1 µM]	-3%	.	0%[20.6 µM]
50: Cc1[nH]c(-c2ccccn2)nc(=S)c1Cl
    ?	24%[10 µM]	.	.	.	5%[9.22 µM]	.
51: COCCn1c(=NC(=O)CSC(C)=O)sc2cc(F)ccc21
    -2%	24%	16%	-3%	39%[activator][38.3 µM]	14%	-5%
52: Fc1ccc(C2=Nn3c(nnc3-c3ccco3)SC2)cc1
    -2%	-18%[10 µM]	.	.	.	-16%[9.22 µM]	.
53: O=C(c1sccc1Cl)N1CCN(Cc2ccc3c(c2)OCO3)CC1
    -7%	-3%[10 µM]	.	.	.	-27%[9.22 µM]	.
54: CC(=O)Nc1ccc(/C=N/N2C(C)CCCC2C)cc1 (configuration not stated)
    -6%	-21%[10 µM]	1%[46 µM]	5%	26%	-2%	-29%

Compound profiles (already shown).
`COc1cccc(CN(C)Cc2nc3cc(C(F)(F)F)ccc3c(=O)[nH]2)c1` across the screens: CBFb RUNX1 block: 7%; HTT cytoprotect: 7%[10 µM]; LMNA splice mod: .; KinaseGlo FLuc: .; IMPase Li cell: .; HTT aggregate: 9%[9.22 µM]; SMN2 splice up: .
`Cn1cc([N+](=O)[O-])c(C(=O)NNC(=O)c2ccc([N+](=O)[O-])cc2)n1` across the screens: CBFb RUNX1 block: 4%; HTT cytoprotect: 2%; LMNA splice mod: 12%[9.22 µM]; KinaseGlo FLuc: 1%; IMPase Li cell: -1%; HTT aggregate: 3%; SMN2 splice up: -9%
